SSB-PriA inh = inhibitors of Klebsiella pneumoniae PriA binding to SSB C-terminal tail. 0.6% of 430,000 active. inhibition, % at 33 µM. AlphaScreen SSBct-PriA binding, biotinylated peptide; in the data active = inhibition mostly above about 37%, no sharp cut-off; inactive = mostly below about 20%;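 also: plate controls were negative control peptide for no effect and reference peptide for full effect; strong numbers were not always called active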
The depositor's hits bear a star; i = inactive; & = joins results of further samples. Some of the compounds tested; the hit share may differ from the screen's.

Start of the listing, in advance (2 entries):
smiles,SSB-PriA inh
O=C(NCCn1ncc2c(=O)n(Cc3cccc([N+](=O)[O-])c3)cnc21)c1ccc(Br)o1,4.0
O=C(NCC1(O)CCc2ccccc2C1)C(=O)Nc1ccc2c(c1)CCCN2C(=O)c1cccs1 (stereo not drawn),2.0

All compounds of this part, repeating the preview:
smiles,SSB-PriA inh
O=C(NCCn1ncc2c(=O)n(Cc3cccc([N+](=O)[O-])c3)cnc21)c1ccc(Br)o1,4.0
O=C(NCC1(O)CCc2ccccc2C1)C(=O)Nc1ccc2c(c1)CCCN2C(=O)c1cccs1 (stereo not drawn),2.0
CCc1ccc(-n2cc(C(=O)Nc3cc(OC)c(Cl)cc3OC)nn2)cc1,-3.0
O=C(NC(c1cccnc1)C1CCOCC1)c1ccccc1Br (stereo not drawn),-18.0
CC1Cc2ccccc2N1C(=O)CCn1cnc2c(cnn2-c2ccc(F)cc2)c1=O (stereo not drawn),-8.0
COC(CNC(=O)C(=O)NCc1ccc(Cl)cc1)c1ccsc1 (stereo not drawn),-15.0
O=C(NC1CCC(Oc2cnccn2)CC1)c1ccc(=O)[nH]c1 (stereo not drawn),-9.0
COc1ccccc1NC(=O)NCCn1nc(-c2cccs2)n(C2CC2)c1=O,-1.0
CCOc1ccc(C(=O)N2CCN(c3nc(C)cc(Nc4ccc(C)cc4)n3)CC2)cc1OCC,-4.0
CC1=CC2OC3CC4OC(=O)/C=C\C=CC(C(C)O)OCC(O)C5(C)OC5C(=O)OCC2(CC1O)C4(C)C31CO1 (stereo not drawn),-11.4
CCOC(=O)CCC(=O)Nc1ccc(-c2csc(Nc3cccnc3)n2)cc1,2.0
CC1(C)CC(=O)C(=C(O)c2ccccc2)C(=NCCO)C1,-6.4
COc1ccc(C2(CNC(=O)c3cc(OC)c(OC)c(OC)c3)CCOCC2)cc1,0.0
Cc1cccc(C=NNc2nncc3ccccc23)c1,4.8
Cc1cc(C)c(S(=O)(=O)NC[C@H]2CCCO2)cc1C,-13.0
Cn1c(C(C#N)=C(O)/C=C/c2ccccc2Cl)nc2ccccc21,-13.0
O=C(NC(C(=O)NN=Cc1c2ccccc2cc2ccccc12)c1n[nH]c(=O)c2ccccc12)c1ccccc1 (stereo not drawn),-10.0
O=C(Oc1cccc(Oc2ccccc2)c1)N1CCCCC1,-33.0
Cc1cccn2cc(-c3ccc(NC(=O)c4ccc5c(c4)OCO5)cc3)nc12,8.0
CC(=NNC(N)=O)c1ccccc1Cl,-6.4
CCOC(=O)C(C)C(C)=NNc1ccc([N+](=O)[O-])cc1[N+](=O)[O-] (stereo not drawn),66.8*
CC1Cc2cc(C(O)=C3C(=O)C(=O)N(CCN4CCOCC4)C3c3ccc(C(C)C)cc3)ccc2O1 (stereo not drawn),0.2
Cc1ccc(-n2ncc3c2ncn2nc(-c4ccccc4O)nc32)c(C)c1,16.0
COc1ccc(-c2nnc3ccc(OCCNC(=O)C4CC4)nn23)cc1,-14.0
Cc1cc(OC2CCN(C(=O)C3COc4ccccc4O3)CC2)cc(=O)n1C (stereo not drawn),-5.0
Cc1nc2ccccn2c1C(=O)NCc1nc(-c2cccn2C)no1,-2.0
CC(=O)COc1ccccc1OC(=O)c1ccccc1,2.0
CCOc1cc(C=NNS(=O)(=O)c2ccccc2)ccc1OS(=O)(=O)c1ccc(C)cc1,-6.0
O=C(NN=Cc1cc2c(cc1[N+](=O)[O-])OCO2)c1ccc2c(c1)OCO2,2.0
CS(=O)(=O)C1CCN(C(=O)CSCc2ccccc2)CC1,-16.0
CC(C)C(=O)Nc1ccc(SCCN2CCOCC2)nn1,-7.0
CCCn1c(=NC(=O)COc2ccccc2)sc2cc(S(C)(=O)=O)ccc21,3.0
COCCCN1C(=O)CSC1=NS(=O)(=O)c1ccccc1,-11.5
COc1cccc(OCC(=O)NC2CCC(Oc3cnccn3)CC2)c1 (stereo not drawn),-6.0
CCn1c(C2CCN(S(=O)(=O)c3cc(F)ccc3OC)CC2)nn(CCOC)c1=O,0.0
Cn1cccc1C(CNC(=O)C(=O)NC1CCCCC1)N1CCc2ccccc2C1 (stereo not drawn),-10.0
COC(=O)c1ccc(Nc2ccnc3c2c(=O)n(C)c(=O)n3C)cc1,2.0
COc1ccc(C2C(=C(O)c3cc(C)ccc3C)C(=O)C(=O)N2CCN(C)C)cc1OC (stereo not drawn),-0.2
O=S(=O)(Cc1ccc(C(F)(F)F)cc1)NCCc1csc(-c2ccc(F)cc2)n1,-17.0
Cc1nc2ccc(NC(=O)Cc3ccc(Cl)cc3)cc2c(=O)n1-c1ccccc1,1.0

In a second layout: entries from further up
smiles: CCCn1c(=NC(=O)COc2ccccc2)sc2cc(S(C)(=O)=O)ccc21
- SSB-PriA inh: 3.0

smiles: COCCCN1C(=O)CSC1=NS(=O)(=O)c1ccccc1
- SSB-PriA inh: -11.5

smiles: COc1cccc(OCC(=O)NC2CCC(Oc3cnccn3)CC2)c1 (stereo not drawn)
- SSB-PriA inh: -6.0

smiles: CCn1c(C2CCN(S(=O)(=O)c3cc(F)ccc3OC)CC2)nn(CCOC)c1=O
- SSB-PriA inh: 0.0

More records
smiles,SSB-PriA inh
CO[C@@H](CNC(=O)Nc1cccc(C)c1)c1ccco1,-7.0
Cn1c(=O)c2c(SCC(=O)Nc3ccccc3C(F)(F)F)ccnc2n(C)c1=O,-27.0
CS(=O)(=O)c1ccc2nc(NC(=O)c3cccc(NS(=O)(=O)c4ccccc4)c3)sc2c1,7.0
CCCCCOc1ccc(C(=O)Nc2ccc(-c3nc4ccccc4s3)c(O)c2)cc1,-5.0
CS(=O)(=O)N1C2CCC1CC(NC(=O)Cc1cccs1)C2 (stereo not drawn),4.0
Cc1cc2ncc(NC(=O)CC3CCCC3)cn2n1,-8.0
CCOc1cc(/C=N/Nc2ncc(F)c(N3CCOCC3)n2)ccc1Oc1nc(Cl)ncc1F,i
CS(=O)(=O)NC1CCN(c2ccccn2)C1 (stereo not drawn),-5.0
CC(C)c1nnc2c(=O)n(-c3ccc(F)cc3)ccn12,-5.0
O=C(c1ccccc1Cl)N1CCN(c2ccc(-n3cccn3)nn2)CC1,-30.0
CN(C)CCN(C(=O)c1ccc(S(=O)(=O)N2CCCC2)cc1)c1nc2cc3c(cc2s1)OCO3,8.0
O=C(c1sc2ncccc2c1-n1cccc1)N1CCN(c2ccccc2Cl)CC1,10.0
Cc1cc(NC(=NS(=O)(=O)c2ccc(F)cc2F)c2ccccc2)no1,1.8
COc1ccc(N2CCN(CCNC(=O)C(=O)Nc3cc(C)ccc3C)CC2)cc1,6.0
COc1cc(S(=O)(=O)N2CCN(c3cc(C)cc(C)c3)CC2)c(OC)cc1Br,-17.0
CC(C)c1ccc(C=NNC(=O)CN(c2cccc(Cl)c2Cl)S(C)(=O)=O)cc1,13.3
CCCCCCCSc1nc2ccccc2[nH]1,-7.0
O=S(=O)(c1ccc(Cl)cc1)N(CCO)CC(O)Cn1c2ccccc2c2ccccc21 (stereo not drawn),-5.0
CC(=O)c1sc(NN=Cc2ccc(C)cc2)nc1C,-21.7
Cc1cc(C)nc(Nc2nc(C(=O)Nc3ccc(F)c(Cl)c3)cs2)n1,-1.0
COc1ccc2c(c1)CCC[C@@]2(O)CNC(=O)C(C)(C)OC(C)=O,-3.0
COc1cccc2sc(OC3CN(C(=O)C4CCN(S(C)(=O)=O)CC4)C3)nc12,-17.0
Cc1c(Cl)cccc1NC(=O)Nc1ccc2nc(C)n(-c3ccc(F)cc3)c(=O)c2c1,-9.0
CC(C)CC(=O)NCCCn1nc(-c2cccnc2)ccc1=O,-9.0
Cc1cc(N)nc(NCCc2cccs2)n1,1.0
CCOc1cccc2sc(N(CCN3CCOCC3)C(=O)c3ccc4ncsc4c3)nc12,2.0
Cn1c(=O)n(C)c2cc(S(=O)(=O)NCCC(=O)O)ccc21,-8.0
O=C(NCc1ccc(OCc2ccccc2)cc1)C1CN(C(=O)c2cccs2)C1,-4.0
CC(=O)Cc1nsc(NC(=O)c2cc(-c3ccc(Cl)cc3[N+](=O)[O-])oc2C)n1,-9.0
Cc1cc2ncc3c(n2n1)CCN(S(=O)(=O)c1ccc(Cl)s1)C3,-1.0
Cc1nc(-n2cccc2)sc1C(=O)N1CCCC[C@H](c2ccc(F)cc2)C1,0.0
O=C(c1c[nH]c2ccccc12)N1CCC(Cn2cccn2)CC1,-5.0
CCOC(=O)C1CCN(C(=O)CCc2csc(NC(=O)c3ccc[nH]c3=O)n2)CC1,-24.0&-1.0
CCOC(=O)CNC(=O)CSc1nnc(-c2ccccc2)c2sc(C)nc12,-9.0
CCN1CCCc2cc(CCNC(=O)c3ccc(OC)c(OC)c3)ccc21,64.0*
C[C@H](N)c1ccccn1,-14.0
O=C(CC(NCCCN1CCOCC1)C(=O)O)Nc1cccnc1 (stereo not drawn),6.0&9.0
CCOc1ccc(CC(=O)Nc2cnc3ccnn3c2)cc1,-6.0
CC12CCC(C(=O)NCc3ccco3)(CC1=O)C2(C)C (stereo not drawn),-1.0
Cc1cc2ncc3c(n2n1)CCN(C(=O)c1cc(C)on1)C3,-27.0

(list continues)
| Compound | SSB-PriA inh |
| --- | --- |
| CC(=O)Nc1cccc(NC(=O)C2CCCN(c3ccc(-c4ccccc4)nn3)C2)c1 (stereo not drawn) | -5.0 |
| Cn1ccnc1SCC1CCN(C(=O)C2(c3ccc(Cl)cc3)CCCC2)CC1 | 22.0 |
| O=C(Cn1nc2n(c(=O)c1=O)CCN2c1ccc(F)cc1)N1CCOCC1 | -10.0&3.0 |
| Cc1noc(-c2ccc(N)cc2)n1 | -2.0 |
| O=C(Cc1ccsc1)N1CCC(n2ccnn2)C1 (stereo not drawn) | -4.0 |
| Cc1ccccc1-c1noc(C[C@H]2CCCN(C(=O)c3cc(C4CC4)on3)C2)n1 | -8.0 |
| COc1ccc(-c2cc3c(=O)n(Cc4nc(-c5ccccc5Br)no4)ncn3n2)cc1 | -5.0 |
| COc1ccc(Br)cc1C=Nn1c(-c2ccccc2)n[nH]c1=S | -14.2 |
| COc1ccc(NC(=O)ON=Cc2ccc(Br)cc2)cc1 | -5.7 |
| O=c1ccc(-c2ccc(Cl)cc2)nn1CCNS(=O)(=O)c1cccnc1 | 0.0 |
| COc1ccc(-n2ccnc2SCC(=O)Nc2cc(C)ccc2C)c(OC)c1 | 39.0* |
| COC(=O)c1ccc(=O)c2nc3c(=CO)c(O)cc(=O)c3[nH]c12 | 24.2 |
| O=C(NCCCn1nc(-c2cccs2)ccc1=O)c1cc2ccccc2oc1=O | -15.0 |
| CN(C)C(CNC(=O)C(=O)Nc1ccc(OC(F)(F)F)cc1)c1ccco1 (stereo not drawn) | -7.0 |
| Cc1nc(C)c(CNC(=O)C2CCCN(c3ccc(-c4cccs4)nn3)C2)s1 (stereo not drawn) | -11.0 |
| Cc1nc(SCc2ccccc2F)[nH]c(=O)c1CC(=O)Nc1nc2ccccc2s1 | 11.0 |
| C/C(C=NNC(=O)c1cccnc1)=C\c1ccco1 | -2.7 |
| Cc1nnc(NC(=O)CSc2nc(CC(=O)NCc3cccs3)cc(=O)[nH]2)s1 | -4.0 |
| CCOc1ccc(-c2cc(=O)n(CC(=O)NCc3ccccn3)cn2)cc1 | 1.0 |
| COc1ccc(NC(=O)CSc2nc(-c3ccccc3)c3ccccc3n2)c(OC)c1 | -12.0 |
| c1ccc(OCCn2c(-c3cccs3)nc3ccccc32)cc1 | -15.0&-7.0 |
| CCc1ccc(NC(=O)c2cccc(Cl)c2)cc1 | -17.0 |
| COC(=O)CS[C@H]1CCN(C(=O)C2CC2)C1 | -5.0 |
| COc1ccc(C(=NNc2ncnc3ccccc23)C(=O)O)cc1 | 5.8 |
| O=C(NN=Cc1c(O)ccc2ccccc12)c1ccc(Cn2cccn2)o1 | -6.9 |
| NC(=S)NN=Cc1coc2ccc(Cl)cc2c1=O | -1.0 |
| Cn1nccc1C(=O)Nc1ccc2c(c1)C(=O)NC2=O | 6.0 |
| Cc1ccsc1C=NNC(=O)CNC(=O)c1cccc([N+](=O)[O-])c1C | -3.4 |
| O=C(O)COc1ccccc1C=NNC(=O)c1ccc2c(c1)OCCO2 | 3.6 |
| O=C(Nc1ncc(S(=O)(=O)c2ccc([N+](=O)[O-])cc2)s1)C(c1ccccc1)c1ccccc1 | -3.0 |
| Cc1cccc(NC(=O)Nc2nc(C(=O)N[C@@H](C)c3ccccc3)cs2)c1 | -6.0 |
| CC1(C)N=C(SCC(=O)Nc2ccc(Br)cc2)C(c2ccccc2)=N1 | -5.0 |
| O=C(Cc1ccccc1)Nc1cccc(C(=O)NN=Cc2ccco2)c1 | -19.7 |
| COc1ccc(OCC(=O)NCCS(=O)(=O)N2CCN(c3ccccn3)CC2)cc1 | -5.0 |
| Cc1cccc(C(=O)NCc2n[nH]c(=S)n2Cc2ccccc2)c1 | -12.0 |
| O=C(CCn1c(=O)oc2ccc(Cl)cc21)Nc1ccc(S(=O)(=O)Nc2nccs2)cc1 | 3.0 |
| CCOC(=O)c1ccc(NC(=O)CSc2ncnc3sc4c(c23)CCCC4)cc1 | 6.0 |
| Cc1c(Cc2ccc3c(c2)OCO3)sc(NC(=O)C(c2ccccc2)c2ccccc2)c1C#N | 15.0 |
| NN=C1CCCc2nonc21 | -10.2 |
| CN(C)c1cccc(C(=O)NCCC(CCO)c2ccccc2)c1 (stereo not drawn) | -10.0 |
| CCOC(=O)Cc1csc(NC(=O)Cc2csc(NC(=O)Nc3cccc(Cl)c3)n2)n1 | -13.0 |
| COc1ccc(-c2c(C)nn3c(-n4ccnc4C)cc(C)nc23)cc1OC | -18.0 |
| Cc1cc(C)n(CC(=O)Nc2ccc(Br)cc2)c(=O)c1-c1nc(-c2ccccc2)no1 | -1.0 |
| CCOc1ccc(-c2ccc(N3CCN(C(=O)NC4CCCCC4)CC3)nn2)cc1 | -10.0&-5.0 |
| COc1ccc(C=NNC2=NS(=O)(=O)c3ccccc32)cc1OC(C)=O | -7.5 |
| O=C1c2cccc3cccc(c23)C(=O)N1CCCC(=O)N1CCCc2ccccc21 | -3.0 |
| CN(C)C(CNC(=O)C1(c2ccccc2)CCOCC1)c1ccccc1 (stereo not drawn) | 1.0 |
| COc1ccccc1N=CC1=C(O)CC(C)(C)CC1=O | -7.0 |
| COC(=O)C1CC(Oc2ccccc2F)CN1C(=O)c1ccsc1 (stereo not drawn) | -7.0 |
